# Bioassay records deposited in PubChem by National Center for Advancing Translational Sciences (NCATS).
# D1 agonist = agonists of human D1 dopamine receptor. hit rate 1% among 360,000. HEK293 T-REx D1 cells, calcium flux, agonist mode. activation, % at 2 µM; also: 0% is about no effect
# Target sequence (P21728 whole entry, looked up): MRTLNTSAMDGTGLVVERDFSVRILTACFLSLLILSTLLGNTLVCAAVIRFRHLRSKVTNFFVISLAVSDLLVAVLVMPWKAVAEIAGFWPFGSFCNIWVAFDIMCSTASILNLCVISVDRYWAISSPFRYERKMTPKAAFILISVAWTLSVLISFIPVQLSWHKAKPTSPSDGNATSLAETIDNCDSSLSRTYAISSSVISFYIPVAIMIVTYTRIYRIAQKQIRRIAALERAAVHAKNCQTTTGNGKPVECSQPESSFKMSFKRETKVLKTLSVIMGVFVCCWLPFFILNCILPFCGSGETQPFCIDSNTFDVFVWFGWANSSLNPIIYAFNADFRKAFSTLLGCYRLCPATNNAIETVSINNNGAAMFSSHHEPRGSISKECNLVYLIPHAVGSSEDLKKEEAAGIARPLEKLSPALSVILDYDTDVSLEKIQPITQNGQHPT
#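 Tetracycline-induced HEK293 TREx D1 cells, force-coupled to calcium signalling, were dye-loaded with a no-wash calcium kit. Compound was pin-added after a 10 s baseline. Fluorescence was read kinetically at 1 cycle/s for 180 s, with calcium rises flagged as agonism.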
# TRHR agonist = activates the human TRH receptor | hit rate 0.18% among 360,000 | activation, % at 2 µM | TRHR cells, calcium flux fluo-8, FDSS agonist mode | P34981; also: 0% is about no effect
#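 TRHR-expressing cells loaded with fluo-8 calcium dye; 23 nL library compound pin-transferred, kinetic FDSS fluorescence (Ex 480/Em 530) recorded about 180 s for agonist-induced calcium release, before a 10 nM TRH EC20 addition for potentiator mode.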
# D2 potentiator = positive allosteric modulators of human D2 dopamine receptor; P14416; HEK293 T-REx D2, calcium flux, EC20 dopamine potentiation; potentiation, % at 10 µM; hit rate 0.34% among 340,000; AID 485347;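 active = potentiation over 3 SD above the plate norm, cut at about 30% in these data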; also: 0% is about no effect
# Target sequence (P14416 whole entry, looked up): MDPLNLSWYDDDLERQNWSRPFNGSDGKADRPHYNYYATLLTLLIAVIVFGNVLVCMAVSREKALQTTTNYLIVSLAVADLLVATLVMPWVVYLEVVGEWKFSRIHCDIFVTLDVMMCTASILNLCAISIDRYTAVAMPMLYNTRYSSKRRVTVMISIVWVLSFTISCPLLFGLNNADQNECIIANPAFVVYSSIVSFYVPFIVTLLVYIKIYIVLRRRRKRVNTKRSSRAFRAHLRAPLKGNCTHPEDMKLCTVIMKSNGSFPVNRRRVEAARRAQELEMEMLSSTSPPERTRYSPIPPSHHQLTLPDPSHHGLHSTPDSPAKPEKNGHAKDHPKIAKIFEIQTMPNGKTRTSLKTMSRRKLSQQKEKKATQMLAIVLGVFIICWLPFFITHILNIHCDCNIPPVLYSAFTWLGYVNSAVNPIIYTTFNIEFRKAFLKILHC
#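 Primary screen. Calcium kinetics in induced HEK293 T-REx D2 cells: compound pre-addition 180 s, EC20 dopamine, 180 s more.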
# TRHR PAM = allosterically enhances the human TRH receptor; P34981; TRHR cells, fluo-8 calcium fluorescence, EC20 TRH enhancement; enhancement, % at 2 µM; hit rate 0.66% among 360,000; in the data active = enhancement above about 30%; also: 0% is about no effect
#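 TRHR-expressing cells loaded with fluo-8 calcium dye were read kinetically (ex 480/em 530) during compound addition, then stimulated with an EC20 of TRH (10 nM final). Enhancement of the Gq-mediated intracellular calcium response was scored.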
# D1 antag = antagonists of human D1 dopamine receptor. activity change, negative = inhibition, % at 10 µM. P21728. hit rate 3.2% among 360,000. HEK293 TREx D1 cells, calcium flux, dopamine EC80; active compounds read low; in the data active = activity change below about -30%; also: % is scaled to controls: 0 for no effect and ±100 for the full control effect
#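 Antagonism measured as reduced calcium response to an EC80 dopamine addition following 180 s compound pre-read; cells were inducible HEK293 Trex D1 plated overnight at 30 C, read kinetically at 1 cycle/sec.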
# D2 ag = agonists of human D2 dopamine receptor | P14416 | HEK293 T-REx D2 cells, calcium flux agonist mode | activation, % at 2 µM | hit rate 0.53% among 340,000 | AID 485358;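 active = activation over 3 SD above normal in the single-dose calcium agonist read, cut at about 30% in these data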; also: 0% is about no effect
#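 Tetracycline-induced HEK293 Trex cells with D2 receptor force-coupled to calcium signaling, plated overnight at 30 C and loaded with no-wash calcium dye. Calcium flux read kinetically for 180 s after compound addition; responses flag agonists.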
# RXFP1 antag = blocks the human relaxin receptor RXFP1. Q9HBX9. HEK293-RXFP1, relaxin-stimulated cAMP HTRF, 30 min; active compounds read low. activity change, negative = inhibition, % at 57.5 µM. hit rate 0.59% among 350,000;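 active = activity change of -60% or lower, but not beyond a set lower limit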; also: % is scaled to controls: 0 for no effect and ±100 for the full control effect
# D1 potentiator = enhances dopamine response at the human D1 receptor | potentiation, % at 10 µM | HEK293 TREx D1 cells, calcium flux, dopamine EC20 potentiation | AID 504651 | hit rate 0.036% among 360,000; in the data active = potentiation above about 30%; also: 0% is about no effect
# D2 antag = D2 dopamine receptor (human) antagonism | P14416 | hit rate 2% among 340,000 | inhibition, % at 10 µM | HEK293 TREx D2 cells, calcium flux, dopamine EC80 | AID 485344; in the data active = inhibition above about 30%; also: 0% is about no effect
#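 Calcium flux kinetic readout in an inducible HEK293 TREx D2 line plated overnight at 30 C. After 180 s compound exposure, an EC80 dopamine challenge follows with another 180 s kinetic read to detect antagonism.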
# Numbers without * were called inactive; / = not tested or not shown. Rule as the data show it, unless noted: active = activation above about 30%; inactive = the rest. No enrichment for hits; about 7.1% have a hit in one of these screens.
# A first look:
SMILES,D1 agonist,TRHR agonist,D2 potentiator,TRHR PAM,D1 antag,D2 ag,RXFP1 antag,D1 potentiator,D2 antag
O=C(c1cccs1)N1CCN(c2cccc(Cl)c2)CC1,4,-0.8,2,-8,12,-1.6,-4,-2,-2
CN1CCCN(Cc2nc(-c3cccc(C(F)(F)F)c3)no2)CC1,4,0.3,4,-4,-1,-0.9,-5,0,5
COc1ccc(NC(=O)CN(c2ccc(C)cc2)S(=O)(=O)c2c(C)nn(C)c2C)cc1,0,-0.1,15,6,-29,-0.8,5,-2,-5

# The listing (from the top)
SMILES,D1 agonist,TRHR agonist,D2 potentiator,TRHR PAM,D1 antag,D2 ag,RXFP1 antag,D1 potentiator,D2 antag
O=C(c1cccs1)N1CCN(c2cccc(Cl)c2)CC1,4,-0.8,2,-8,12,-1.6,-4,-2,-2
CN1CCCN(Cc2nc(-c3cccc(C(F)(F)F)c3)no2)CC1,4,0.3,4,-4,-1,-0.9,-5,0,5
COc1ccc(NC(=O)CN(c2ccc(C)cc2)S(=O)(=O)c2c(C)nn(C)c2C)cc1,0,-0.1,15,6,-29,-0.8,5,-2,-5
COC(=O)c1ccc(NC(=O)c2cn(-c3cccc(C)n3)cn2)cc1,4,-1.0,4,5,5,-0.1,7,-2,-4
COc1ccc(CNC(=O)C2CCN(C(=O)c3ccc(-c4ccccc4)cc3)CC2)cc1,2,-1.0,10,13,-5,0.5,6,1,-14
COc1cccc(C(=O)Oc2ccc3ccc(=O)oc3c2)c1,2,-0.8,-2,-4,-8,-2.0,9,4,11
CC1CN(C(=O)CSc2nc(-c3ccc(F)cc3)cs2)CC(C)O1 (configuration not stated),1,-1.0,-9,-3,4,7.5,13,-3,10
COCCCNC(=O)Cn1c(=O)n(-c2ccccc2)c(=O)c2c1c1cc(OC)ccc1n2C,-1,0.2,-5,-1,18,0.8,/,-2,/
COc1cccc(CNC(=O)CN(c2cc(C)cc(C)c2)S(=O)(=O)c2c(C)noc2C)c1,4,-1.0,1,-2,-24,-1.0,/,-2,1
COC(=O)c1ccc(C2OCC(C)(C)CO2)cc1,2,0.1,3,7,10,-0.3,3,-1,4
COc1ccc(/C=N/Nc2ccccn2)cc1OC,1,-0.5,7,-5,-3,0.6,3,-4,7
COc1ccc(-c2nc(CNS(=O)(=O)c3cccc(F)c3)cs2)cc1,0,-0.9,3,-2,-4,0.7,3,-3,/
O=C(Nc1ccccc1Cl)C1CCN(Cc2cnn(-c3ccccc3)c2-n2cccc2)CC1,8,0.3,-17,-8,3,-1.7,-23,-9,-30
O=C1C(Cl)=C(NCC2CCCO2)C(=O)N1Cc1ccccc1 (configuration not stated),3,1.3,-7,-1,4,0.0,-4,-1,-8
Cc1cccc(C(=O)N2N=C(c3ccc(NS(C)(=O)=O)cc3)CC2c2cccs2)c1 (configuration not stated),4,0.3,-1,7,5,-1.0,-2,-1,3
Cc1ccc(C(=O)Nc2ccc3oc(-c4cc(Br)ccc4Cl)nc3c2)cc1,1,0.5,-8,-10,0,0.2,-3,0,/
Cc1cc(Cl)ccc1C(=O)C1CCCN(C(=O)CCn2cncn2)C1 (configuration not stated),2,-0.2,8,-3,9,0.4,5,-5,9
O=C(N/N=C/c1ccc(O)c(O)c1)c1cc(-c2ccccc2)nc2ccccc12,0,-0.1,7,-7,-4,-0.6,-39,-5,-19
CCCCOc1ccc(Nc2nc(C)cc(C)c2C#N)cc1,-2,0.3,-5,5,9,1.1,-20,12,-1
O=C(CSc1nc(C2CCCCC2)nc2ccccc12)NCc1ccco1,11,-0.4,-10,2,-3,-0.7,-12,4,67*
CC(c1cccnc1)N(C(=O)Nc1ccccc1)C1CCCCC1 (configuration not stated),4,0.8,-5,25,2,0.4,/,-2,6
O=C(Nc1nnc(C2CC2)s1)c1n[nH]c(=O)c2ccccc12,4,0.1,-1,-2,-9,-0.4,-3,0,1
COc1cc(OC)cc(C(=O)Nc2ccc(-c3nc4ccccc4s3)cc2C)c1,0,0.8,-1,7,-4,-0.3,/,-2,/
CCOc1ccc(C2(C)CC(=O)N(C)C2=O)cc1 (configuration not stated),2,0.0,7,3,-5,0.0,-7,2,-3
Cc1cc2c(ncn2C)c(NS(=O)(=O)c2ccc(F)cc2)c1C,2,-0.2,6,1,31,-0.4,-2,-4,-4
COc1cc(S(=O)(=O)NC2CCCC2)c(OC)cc1Cl,3,-0.8,-13,8,-3,-0.7,-3,-3,-4
COc1ccc(CCNC(=O)CCC(=O)N2CCN(S(=O)(=O)c3ccc(Cl)cc3)CC2)cc1OC,0,-0.2,-4,8,-3,1.7,-19,-2,-2
O=C(COC(=O)C1CC(=O)N(Cc2ccco2)C1)c1ccc(OC(=O)c2ccccc2)cc1 (configuration not stated),20,0.9,-4,-4,-13,1.6,-9,-5,2
COC(=O)c1sc2ncccc2c1-n1c(C)ccc1C,0,-1.9,10,4,1,0.2,-9,0,/
CC(=O)Nc1ccc(NC(=O)C(Cc2ccccc2)NS(=O)(=O)c2ccc3c(c2)oc(=O)n3C)cc1 (configuration not stated),1,0.0,-4,-2,1,0.0,/,-1,/

# Whole records, looked up by structure.
# Listed for Cc1ccc(C(=O)Nc2ccc3oc(-c4cc(Br)ccc4Cl)nc3c2)cc1 : D1 agonist = 1; TRHR agonist = 0.5; D2 potentiator = -8; TRHR PAM = -10; D1 antag = 0; D2 ag = 0.2; RXFP1 antag = -3; D1 potentiator = 0; D2 antag = /
# Listed for Cc1cc2c(ncn2C)c(NS(=O)(=O)c2ccc(F)cc2)c1C : D1 agonist = 2; TRHR agonist = -0.2; D2 potentiator = 6; TRHR PAM = 1; D1 antag = 31; D2 ag = -0.4; RXFP1 antag = -2; D1 potentiator = -4; D2 antag = -4

# The listing continues.
SMILES,D1 agonist,TRHR agonist,D2 potentiator,TRHR PAM,D1 antag,D2 ag,RXFP1 antag,D1 potentiator,D2 antag
COCC(C)n1c(=O)sc2ccccc2c1=O (configuration not stated),1,0.2,2,-3,9,0.7,1,0,14
CCOC(=O)c1ccc(NC(=O)Cn2ccc([N+](=O)[O-])n2)cc1,0,-0.2,-6,-3,/,-0.6,-1,-4,3
Cc1ccsc1CN1CCN(c2ccccn2)CC1,2,0.1,-24,0,-21,79*,-2,-5,77*
Cn1c(Cc2ccccc2)n[nH]c1=S,2,0.1,7,5,9,0.0,-11,9,-5
Cc1ccc(C(=O)c2c(NC(=O)CSc3nnc(N)s3)sc3c2CCCC3)cc1,6,-0.4,0,4,46,-1.5,-19,1,-6
Cc1ccc(S(=O)(=O)N[C@@H](C)C(=O)OCC(=O)N2c3ccccc3NC(=O)C2(C)C)cc1,1,-1.7,9,-1,0,0.5,5,-1,-9
Cc1ccccc1CS(=O)(=O)Cc1ccc(C(=O)NCCc2ccc(Cl)cc2)o1,12,-0.8,-16,1,-7,/,-96*,-1,/
CC(C)(C)OC(=O)N[C@@H](Cc1ccccc1)c1nnc(S(=O)(=O)Cc2ccccc2)o1,5,2.8,-3,-12,-48*,2.4,/,-12,-20
C/C=C(\C)C(=O)N1CCC(C(=O)c2ccccc2)CC1,1,-1.4,2,22,25,-1.8,-7,7,5
CC(OC(=O)CCc1nc2ccccc2c(=O)[nH]1)C(=O)NC1CCCC1 (configuration not stated),3,0.3,-1,0,-2,-0.2,6,3,-18
Cc1ccccc1OCCNCC(C)O (configuration not stated),0,2.4,-28,-4,-14,21,-5,-7,-20
CN1CCN(NC(=O)/C=C/c2ccc(C(C)(C)C)cc2)CC1,4,1.6,6,5,-14,0.4,4,2,-7
COc1ccc(CN2CC(=O)N(c3ccc(C)cc3C)C2=S)cc1OC,6,-2.7,8,8,-2,0.5,-15,-2,9
Cc1cc(Cl)c(S(=O)(=O)N2CCCC2)cc1OCC(N)=O,1,-0.1,3,4,7,-0.1,-5,5,2
COC(=O)c1cccc(NC(=O)COC(=O)CSc2nc(C)cc(C)n2)c1,0,-0.2,/,-2,9,/,-3,-5,/
CC(=O)NS(=O)(=O)c1ccc(NS(=O)(=O)c2ccccc2[N+](=O)[O-])cc1,4,0.8,-3,1,11,0.9,-9,1,5
COC(=O)CCC(=O)c1oc2ccccc2c1N,0,-0.2,3,0,-10,-1.0,-5,-4,-12
Cc1cc(Cl)ccc1OCC(=O)Nc1ccncc1,22,0.1,8,2,-25,0.7,-5,-5,11
CN(C)/C(=N\O)c1c(Cl)cccc1Cl,3,0.4,-3,10,-3,-0.4,1,-1,-8
COc1cc(-c2nnc(SCC(=O)c3ccc(C)cc3)o2)cc(OC)c1OC,2,-1.3,10,9,-11,-0.6,-7,-6,11
CCN(CC)C(=O)c1ccc(-c2nnc(Nc3ccc(C(=O)N(C)C)cc3)c3ccccc23)cc1,0,-0.7,-4,-2,-92*,1.0,/,-12,-16
CC(Sc1nc(=O)cc(N)n1CCc1ccccc1)C(=O)Nc1ccccc1C#N (configuration not stated),-1,-0.5,-6,1,2,0.0,/,-3,/
COc1ccccc1NC(=O)c1ccc2c(c1)C(=O)N(Cc1ccco1)C2=O,2,-0.7,3,3,6,-0.1,-9,1,-9
O=C(COc1ccc(Br)cc1)NCCNC(=O)c1ccncc1,4,1.1,-11,-2,-5,0.0,-5,6,47*
Cn1cccc1/C=N/NC(=O)c1ccccn1,0,0.4,-2,7,3,0.5,-2,1,-4
CN(C)C1=NC[C@H](Cc2ccccc2)N1CCCC1CCCC1,8,-0.3,/,-1,5,/,/,-1,/
Cc1cc(SCC(=O)c2ccc(Cl)cc2)nc(=O)[nH]1,2,0.6,16,2,-13,0.5,-6,-7,5
